From PubChem
FUS yeast rescue: qHTS for Suppressors of FUS Proteinopathy: Primary screen using FUS-linked yeast assay. S. cerevisiae FUS-expressing, growth rescue, OD600, 24 h. Potency, µM (top dose mostly 76.6 µM), without a hit: top-dose growth rescue (activation), usual class: activators. 390,000 compounds, 0.24% hits. AID 1347120, 2019;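 further: potency means the concentration at half of the fitted maximal effect; plate controls were DMSO vehicle for no effect and reference control for full effect; nearly all actives have a fitted effect of over 55% in size; some results filed as inactive show a strong effect at the top dose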
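Steps: raffinose overnight preculture; dilution to OD 0.005 in 2% galactose minimal medium; compound addition (concentration series); 24hr at 30C, 99% humidity; absorbance read at 600 nm.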
Akt phos inh: HTS Assay for Inhibitors of Akt Phophorylation: Primary Screen; 360,000 compounds, 0.32% hits; Neuro2A IGF-stimulated pAkt S473 HTRF, 20 min; hits give low values; AID 651550, 2012; activity change, % for hits at 50 µM; in the data active means activity change below about -80%; inconclusive means mostly about -51% to -80%; further: on the % scale 0 is the no-effect control and ±100 the full control effect
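Neuro2A cells in DMEM with 0.5% FBS, overnight at 37 deg C, given compound at single 50 µM final, then IGF (6 nM final) for 20 min at 37 deg C. Lysed; phospho-Akt Ser473 by HTRF after 24 h, 665/615 ratio.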
TDP43 rescue: qHTS of TDP-43 Inhibitors; TDP-43 expressing yeast growth rescue, BacTiter-Glo, 24 h; Potency, µM (series often up to 46.1 µM), for the others: at the top dose growth rescue (activation), actives largely listed as activators; 410,000 compounds, 1.8% hits; further: potency means the concentration at half of the fitted maximal effect; % of control where 0% means no effect; nearly all actives have a fitted effect of over 50% in size
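Luminescence from BacTiter-Glo reports growth of TDP-43-expressing yeast after 24 hr at 30 deg C with compound. Cells were raffinose-pregrown to mid-log, then seeded in galactose medium at OD600=0.02.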
PTHR1 ag: qHTS for PTHR1 Agonists: Primary Screen. AID 743266, 2014. Parathyroid hormone/parathyroid hormone-related peptide receptor (Homo sapiens), Q03431. 410,000 compounds, 0.075% hits. Potency, µM (top dose mostly 115 µM), inactives show at the top dose activation, usual class: activators. HEK293 GP2 PTHR1 cells, GloSensor cAMP luminescence, 1 h; further: potency means the concentration at half of the fitted maximal effect; nearly all actives have a fitted effect of over 55% in size; some results filed as inactive show a strong effect at the top dose; inactives centre near -15; many of its hits are not listed in these tables
Target sequence (Q03431 whole entry, looked up): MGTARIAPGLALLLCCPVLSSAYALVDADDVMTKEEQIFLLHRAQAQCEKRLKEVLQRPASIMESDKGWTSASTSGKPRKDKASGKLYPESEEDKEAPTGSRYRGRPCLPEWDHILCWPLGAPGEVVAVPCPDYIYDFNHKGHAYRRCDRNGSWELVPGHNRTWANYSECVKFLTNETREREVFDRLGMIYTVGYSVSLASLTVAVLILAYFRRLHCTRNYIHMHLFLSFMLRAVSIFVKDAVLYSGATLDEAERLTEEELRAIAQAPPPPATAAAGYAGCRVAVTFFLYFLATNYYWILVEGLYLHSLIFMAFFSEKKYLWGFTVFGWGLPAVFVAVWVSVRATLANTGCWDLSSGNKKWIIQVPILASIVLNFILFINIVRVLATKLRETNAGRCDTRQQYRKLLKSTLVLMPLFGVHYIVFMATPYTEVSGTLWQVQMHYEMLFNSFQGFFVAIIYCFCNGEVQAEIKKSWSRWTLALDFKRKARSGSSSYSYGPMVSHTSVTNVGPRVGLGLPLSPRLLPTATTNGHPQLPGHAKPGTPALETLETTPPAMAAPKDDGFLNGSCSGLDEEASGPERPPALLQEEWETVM
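HEK-293-derived GP2 cells expressing PTHR1 and a GloSensor cAMP reporter, 3,000/well, plated overnight, given luciferin plus IBMX (each 0.5 mM as added) for 1 h at 37 °C, then compound for 1 h at 37 °C. Luminescence was read after 15 min at room temperature.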
GLP1R cytotox: qHTS of GLP-1 Receptor Inverse Agonists: Cytotox Screen. HEK293 cAMP-luciferase reporter cells, luminescence, 24 h. Potency, µM (series often up to 38.3 µM), inactives show at the top dose activity change, negative = inhibition, most hits filed as inhibitors. AID 624418, 2012. 410,000 compounds, 0.13% hits;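 further: loss of luciferase light is scored as toxicity; potency means the concentration at half of the fitted maximal effect; on the % scale 0 is the no-effect control and ±100 the full control effect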
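Seeding density was 200 cells/uL; after overnight-length (12 h) culture, 23 nL compounds went on for 24 h at 37 °C. Readout used a luciferase detection reagent, luminescence taken after 12 min at room temperature.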
Mm-Cpn inhibitor: Inhibitors of TCP-1 ring complex (TRiC) of Methanococcus maripaludis (MmCpn): qHTS. 330,000 compounds, 0.031% hits. Potency, µM (doses to about 76.9 µM), inactives show at the top dose activity, negative = inhibition, most hits filed as inhibitors. AID 504842, 2011. purified Mm-Cpn ATPase, ADP Transcreener TR-FRET; further: potency means the concentration at half of the fitted maximal effect; on the % scale 0 is the no-effect control and ±100 the full control effect; nearly all actives have a fitted effect of over 80% in size
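Eu-cryptate anti-ADP/ADP-d2 competition gives a ratio inversely related to ADP. Enzyme at 25 nM was pre-exposed to compound for 10 min, then given 10 uM ATP for 30 min, 37°C throughout.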
Abeta rescue: qHTS for compounds that reverse cellular toxicity of Amyloid beta (A-beta) peptide in yeast: Primary Screen; yeast expressing A-beta42, growth rescue, OD600, 48 h; response scale: 0% DMSO, 100% iron-clioquinol control; Potency, µM (titrated, usually from 46.1 µM), without a hit: at the highest dose growth rescue, usual class: activators; 410,000 compounds, 0.063% hits; further: potency means the concentration at half of the fitted maximal effect; nearly all actives have a fitted effect of over 55% in size
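Yeast A-beta toxicity model in growth medium with pinned compounds, 48 h at 30 C; growth read as absorbance at 600 nm. Normalized to FeCl3/clioquinol equimolar mix (positive) and DMSO (negative).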
GLP-1R inv ag: qHTS of GLP-1 Receptor Inverse Agonists (Inhibition Mode). Glucagon-like peptide 1 receptor (Homo sapiens), P43220. HEK293 GLP-1R CRE-luciferase, luminescence, 24 h; GLP-1R form is constitutively active. Potency, µM (top dose mostly 38.3 µM), for the others: at the highest dose activity change, negative = inhibition, hits mostly inhibitors. 410,000 compounds, 1.6% hits; further: potency means the concentration at half of the fitted maximal effect; on the % scale 0 is the no-effect control and ±100 the full control effect; nearly all actives have a fitted effect of over 55% in size
Target sequence (P43220 whole entry, looked up): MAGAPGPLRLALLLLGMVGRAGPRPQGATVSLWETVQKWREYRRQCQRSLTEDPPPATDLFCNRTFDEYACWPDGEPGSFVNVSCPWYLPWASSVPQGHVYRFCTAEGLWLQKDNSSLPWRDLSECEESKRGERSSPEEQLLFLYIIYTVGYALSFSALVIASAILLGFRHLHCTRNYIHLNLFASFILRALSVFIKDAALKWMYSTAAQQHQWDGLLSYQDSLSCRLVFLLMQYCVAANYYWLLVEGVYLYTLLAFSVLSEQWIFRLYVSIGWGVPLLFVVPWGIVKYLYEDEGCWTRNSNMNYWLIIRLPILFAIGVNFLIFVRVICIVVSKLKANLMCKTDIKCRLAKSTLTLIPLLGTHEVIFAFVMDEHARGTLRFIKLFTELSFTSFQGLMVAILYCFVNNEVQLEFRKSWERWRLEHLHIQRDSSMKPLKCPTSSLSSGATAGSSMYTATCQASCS
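Constitutively active GLP-1R drives a cAMP-responsive luciferase in stably transfected HEK293 cells; test compounds are added after overnight (12 h) attachment and left 24 hr, and signal loss in luminescence marks inhibition.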
aSyn rescue: qHTS of alpha-syn Inhibitors; 370,000 compounds, 0.14% hits; Yeast expressing alpha-synuclein, growth rescue, BacTiter-Glo, 24 h; Potency, µM (series often up to 46.1 µM), for the others: at the highest dose growth rescue (activation), hits mostly activators; further: potency means the concentration at half of the fitted maximal effect; % of control where 0% means no effect; nearly all actives have a fitted effect of over 65% in size
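Galactose-induced alpha-syn yeast (OD600=0.02, raffinose-pregrown) + pinned cpd, 24 hr, 30 deg C; growth by BacTiter-Glo luminescence. Growth restoration scores as activation.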
Numbers without * were called inactive; i = inactive; u = inconclusive; x = no result given; & = joins results of further samples; [ ] = dose if it differs, or a comment. Unless noted, the call rests on the fitted dose curve; in most records, active means well fitted curve in the direction sought with a large enough effect; inconclusive means small, poorly fitted or top-dose-only effect, or another doubt; inactive means no such curve, though single readings can be large; an effect the other way counts as inactive or inconclusive. A portion of the library; count on the stated rates, not on these rows.

SMILES | FUS yeast rescue | Akt phos inh | TDP43 rescue | PTHR1 ag | GLP1R cytotox | Mm-Cpn inhibitor | Abeta rescue | GLP-1R inv ag | aSyn rescue
COc1cc(NC(=O)c2cc(OC)c(OC)c(OC)c2)c(OC)cc1NC(=O)CN1CCCCC1 | 20% | i | -10% | i | u | 0% | 0% | u | -2%
CCN(c1ccccc1)S(=O)(=O)c1ccc(Oc2ccccc2)c(N)c1 | 1% | i | -13% | i | 5% | x | -7% | u | u
COc1cccc(CN2CCC(C(=O)N3CCN(Cc4ccc5c(c4)OCO5)CC3)CC2)c1 | x | i | -25% | -43%[inhibitor] | 13% | -1% | -4% | u | -4%
COc1cccc(Sc2ccccc2/C=N/NC(N)=O)c1 | -9% | i | -3% | i | -19% | 2% | -7% | -19% | 8%
O=C(/C=C/[C@H]1O[C@@H](n2ccc(=O)[nH]c2=O)[C@H](O)[C@@H]1O)NCc1ccco1 | -17% | i | 20% | -18% | 3% | x | 3% | 9% | -3%
O=C(Nc1ccc(-n2cnnn2)cc1)C1CCCN1C(=O)NC1CCCCC1 (stereo not given) | 10% | i | 15% | i | -5% | 0% | 9% | 15% | 3%
Cn1nc(CC(=O)NCc2ccc(C(F)(F)F)cc2)c2ccccc2c1=O | 0% | i | 4% | -56%[inhibitor][57.5 µM] | 9% | -1% | 16% | 1% | -3%
COc1ccc(C(C(=O)NC2CCCCC2)N(Cc2cccs2)C(=O)Cc2c[nH]c3ccccc23)cc1 (stereo not given) | 21% | i | -19% | -6%[57.5 µM] | -24% | -1% | 9% | u | 2%
O=C(Oc1ccccc1N1C(=O)C2CCCCC2C1=O)c1ccc(Cl)cc1 (stereo not given) | 14% | i | 7% | -12%[57.5 µM] | -6% | 1% | 7% | -29% | 0%
S=C1NCCOCCOCCOCCOCCNC(=S)N2CCOCCOCCN1CCOCC2 | -10% | i | -13% | i | -2% | -1% | -12% | 6% | 0%
CC1=NN(c2ccccc2)C(=O)C1C(=O)c1ccccc1 (stereo not given) | 15% | i | 14% | i | -1% | 2% | -33%[inhibitor] | -2% | -7%
CC(Sc1nnc(Nc2ccccc2)s1)C(=O)NC1CCCc2ccccc21 (stereo not given) | x | i | 0% | -39%[inhibitor] | -11% | -2% | 4% | u | -7%
Cc1ccc(C)c(N2CCN(CC(=O)Nc3ccc([N+](=O)[O-])cc3C(=O)Nc3ccccc3F)CC2)c1 | u | i | 7% | -4% | 1% | 1% | 27% | 0% | 7%
COc1cc(C(Nc2ccccn2)c2ccc3ccc(C)nc3c2O)cc(OC)c1O (stereo not given) | x | i | 29% | -38%[inhibitor] | -16% | -3% | -36%[inhibitor] | -29% | 7%
CCOC(=O)C1CCN(Cc2ccc(OC)cc2OC)CC1 | -3% | i | 7% | -19% | 0% | 0% | -12% | 0% | -6%
COc1ccc(-c2nnc(SCC(=O)NNC(=O)Cc3ccccc3)n2C)cc1OC | x | i | 13% | -7% | -8% | 2% | 0% | 23% | 7%
O=C(CCCOc1ccc(Cl)cc1Cl)NCc1ccncc1 | -22% | i | 4% | -9% | -8% | -1% | -6% | -12% | 0%
COC(=O)c1cc(C)sc1NC(=O)CN1CCN(C(=O)c2ccco2)CC1 | 8% | i | 4% | -41%[inhibitor] | 6% | 2% | -8% | 28% | 1%
CCOc1ccccc1N1CCN(c2nc3ccccc3nc2C(C#N)C(=O)OC(C)C)CC1 (stereo not given) | 9% | i | 2% | -10% | -10% | 0% | 11% | 5µM* | 0%
Cn1c(=O)[nH]c(=O)c2c1nc(N/N=C/c1cccnc1)n2Cc1ccc(Cl)cc1 | 7% | i | -4% | i | 5% | 0% | 12% | 101%[activator] | -8%
Cc1ccc[n+](-c2nc3ccccc3nc2C(=C=[N-])C#N)c1 | -14%&22% | i | -16%&-4% | i | -29%&1% | -2%&3% | 6%&-7% | -6%&2% | 0%&-6%
CC(C)N(Cc1ccccc1)C(=O)CCS(=O)(=O)c1cc2c(cc1Cl)NC(=O)CO2 | 13% | x | -14% | -7% | 4% | x | -19% | 7% | -3%
CN(CC(=O)NC1CCCCCC1)S(=O)(=O)c1ccccc1 | 16% | i | -9% | i | 2% | 0% | -15% | 0% | 0%
Cc1cc(C)n(C(=O)c2ccc(NC(=O)CC(C)C)cc2)n1 | 15% | i | -4% | -26%[57.5 µM] | 11% | 0% | -2% | 3% | 12%
COc1ccc(-c2c3c(=O)n(C)c(=O)n(C)c3cn2-c2cc(OC)ccc2OC)cc1 | u | i | -29% | -8%[57.5 µM] | -13% | -1% | -12% | 26% | 2%

The listing continues.
SMILES | FUS yeast rescue | Akt phos inh | TDP43 rescue | PTHR1 ag | GLP1R cytotox | Mm-Cpn inhibitor | Abeta rescue | GLP-1R inv ag | aSyn rescue
CCOc1ccc(NC(=O)c2cc(CN3CCCC3)on2)cc1 | 4% | x | 1% | -6% | 4% | x | -16% | 8% | x
COc1ccc(C(=O)NC2CCN(S(=O)(=O)c3ccccc3F)CC2)cc1 | 24% | i | -1% | -27% | -14% | -1% | -2% | u | -2%
O=C(CN1C(=O)NC2(CCOc3ccccc32)C1=O)NCCc1ccc(F)cc1 (stereo not given) | -18% | i | 2% | -9% | 0% | -1% | 11% | 3% | 1%
CC(=O)Nc1cccc(C(=O)Nc2ccccc2C(=O)O)c1 | 12% | i | -24% | i | -3% | -3% | -12% | -1% | -2%
O=[N+]([O-])c1ccc(CSC2=NCCS2)cc1 | -1% | i | x | -15% | -2% | 0% | -10% | 22% | -3%
CCCCCC(=O)Nc1cc(S(=O)(=O)N2CCCCC2)ccc1N1CCOCC1 | x | i | 12% | -24% | -13% | -4% | -6% | -29% | 0%
CCOC(=O)N1CCN(C(=O)c2cc3cc(Br)ccc3oc2=O)CC1 | -5% | i | -3% | -20% | 7% | -1% | -18% | 0% | -3%
CCCn1cc(CN2CCC(Cc3cccc(F)c3)(C(=O)OCC)CC2)c(C)n1 | -9% | i | -6% | -28% | -8% | -2% | 10% | u | 10%
COCCOC(=O)c1[nH]c2c(c1C)C(=O)CC(c1ccc(OC)cc1)C2 (stereo not given) | 29% | i | 4% | -20% | 3% | 1% | 2% | 24% | 20%
Cc1ccc(S(=O)(=O)N2CCN(C(=O)CSc3nnc(C)c(=O)[nH]3)CC2)cc1 | 21% | i | -13% | i | -5% | 0% | -17% | -3% | 3%
CN(CC(=O)NCc1ccc2c(c1)OCO2)CC(=O)Nc1ccc(F)c(F)c1F | -7% | i | 8% | i | 1% | -1% | -4% | 0% | -1%
CCOC(=O)C1=CN(Cc2ccco2)S(=O)(=O)N(CC)C1c1ccc(C(F)(F)F)cc1 (stereo not given) | 21% | i | 15% | -20% | 9% | 0% | 11% | u | 0%
CC(C)(C)NS(=O)(=O)c1ccc(NS(=O)(=O)Cc2ccccc2)cc1 | 26% | i | -23% | -5%[57.5 µM] | 1% | 0% | -9% | 2% | 0%
Cc1ccc(C)c(OC(=O)c2ccncc2)c1 | 8% | i | -11% | 0% | -5% | 3% | -4% | 0% | -1%
CCn1c2ccc(F)cc2c2nnc(SCCN3CCCCC3)nc21 | 1%&11% | i | -22%&13% | -6% | -25%&-2% | -1% | -6%&0% | -22%&14% | 2%&3%
C=CCn1c(SCC(=O)NCC(=O)OCC)nnc1-c1cccc(OC)c1 | 0% | i | -8% | i | 4% | 1% | 1% | 7% | 0%
CCCOc1ccc(C(=O)Nc2ccc(CN3CCOCC3)cc2)cc1 | 26% | i | 3% | -70% | -1% | 1% | -6% | -24% | 3%
COC(=O)c1ccc(C(=O)OC)c(NC(=O)c2cc3nc(-c4ccc(C)cc4)cc(C(F)(F)F)n3n2)c1 | 8% | x | u | i | 1% | x | 4% | 0% | x
COC(=O)c1c(NC(=O)CN2C(=O)C(=O)N(CC(C)C)C2=O)sc(C)c1C | x | i | 24% | -11% | -5% | 1% | 1% | -2% | 6%
CC(=O)Nc1ccc(NC(=O)C(Cc2ccccc2)NS(=O)(=O)c2ccc3c(c2)oc(=O)n3C)cc1 (stereo not given) | 14% | x | 15% | -9% | -2% | x | -6% | 2% | x
COc1ccc(CCNC(=O)COc2cc(O)c3c(c2)OC(C)(C)CC3=O)cc1 | 23% | i | u | -24% | -2% | 3% | 10% | -2% | -1%
CC1CN(CC(=O)NN=C(c2ccccc2)c2ccccc2)CC(C)O1 (stereo not given) | -27% | i | 22% | i | 28% | -10% | 10% | -16% | -1%
COc1ccc(OC)c(CCNC(=O)c2c3c(nc4ccccc24)C(=O)N(C2CCCCC2)C3)c1 | 37% | x | 6% | 2% | 4% | x | 3% | -13% | x

Part of the list above in another layout:
structure	FUS yeast rescue	Akt phos inh	TDP43 rescue	PTHR1 ag	GLP1R cytotox	Mm-Cpn inhibitor	Abeta rescue	GLP-1R inv ag	aSyn rescue
CCCOc1ccc(C(=O)Nc2ccc(CN3CCOCC3)cc2)cc1	26%	i	3%	-70%	-1%	1%	-6%	-24%	3%
CCOc1ccc(NC(=O)c2cc(CN3CCCC3)on2)cc1	4%	x	1%	-6%	4%	x	-16%	8%	x
COc1ccc(C(=O)NC2CCN(S(=O)(=O)c3ccccc3F)CC2)cc1	24%	i	-1%	-27%	-14%	-1%	-2%	u	-2%
